# Source: PubChem
# Hsp70 activator = transcriptional activators of Hsp70 | 200,000 tested, 0.04% active | HeLa Hsp70 promoter luciferase reporter, luminescence; scaled: vehicle 0, proteasome-inhibitor control 100% | activation, % at 10 µM;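 active = activation above the mean across all tested compounds plus 3 SD, cutoff set per campaign, cut at about 5.5% in these data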;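 note: 100% = MG132 at 30 µM as the positive control and 0% = DMSO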
# TLR4-MyD88 BLA = inhibitors of human TLR4-MyD88 binding; HeLa CL3-4 TLR4/MyD88 BLA complementation, FRET ratio; O00206+Q99836; inhibition, % at 8.4 µM; 200,000 tested, 0.18% active; AID 861; in the data active = inhibition above about 25%;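 note: 0% = vehicle and 100% = reference inhibitor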
# L major viab = Leishmania major promastigote growth inhibition; Leishmania major promastigotes, resazurin fluorescence viability; inhibition, % at 10 µM; 200,000 tested, 9% active; AID 1063;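 note: promastigotes grown with compound for 44 hours at 28 °C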
# PMI act = activators of human phosphomannose isomerase; P34949; purified human PMI, coupled resazurin fluorescence, 20 min; stronger effect = higher value; 1 = vehicle control, 0 substrate-free wells; 190,000 tested, 0.005% active; activation factor at 20 µM;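 active = activation factor of 2 or more at 20 µM, relative to plate controls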
# Target sequence (P34949 whole entry, looked up): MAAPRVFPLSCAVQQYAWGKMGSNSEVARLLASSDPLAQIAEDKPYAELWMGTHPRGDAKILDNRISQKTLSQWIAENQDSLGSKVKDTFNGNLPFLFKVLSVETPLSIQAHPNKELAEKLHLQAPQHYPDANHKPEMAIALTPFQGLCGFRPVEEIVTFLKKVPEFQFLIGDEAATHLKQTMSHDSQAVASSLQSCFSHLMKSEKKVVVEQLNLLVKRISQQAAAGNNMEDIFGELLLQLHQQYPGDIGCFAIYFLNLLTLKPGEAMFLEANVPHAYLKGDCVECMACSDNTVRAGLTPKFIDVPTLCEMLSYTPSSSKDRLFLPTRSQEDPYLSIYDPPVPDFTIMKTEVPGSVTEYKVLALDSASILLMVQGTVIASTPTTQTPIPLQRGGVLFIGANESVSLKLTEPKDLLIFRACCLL
# S1P3 antag = S1P3 (human) receptor antagonism; Q99500; CHO S1P3 NFAT-BLA reporter, FRET fluorescence, antagonist mode; inhibition, % at 4.98 µM; 170,000 tested, 0.27% active; AID 485;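 active = inhibition above the plate cutoff, the mean inhibition of test wells on that plate plus 3 SD, cut at about 28% in these data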;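 note: cells challenged with S1P at its EC80 of 0.8 µM; blue over green emission ratio from cleaved BLA substrate after 4 h stimulation; 0% = S1P-stimulated wells and 100% = unstimulated DMSO-only wells; some compounds past the cut are filed as inactive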
# Target sequence (Q99500 whole entry, looked up): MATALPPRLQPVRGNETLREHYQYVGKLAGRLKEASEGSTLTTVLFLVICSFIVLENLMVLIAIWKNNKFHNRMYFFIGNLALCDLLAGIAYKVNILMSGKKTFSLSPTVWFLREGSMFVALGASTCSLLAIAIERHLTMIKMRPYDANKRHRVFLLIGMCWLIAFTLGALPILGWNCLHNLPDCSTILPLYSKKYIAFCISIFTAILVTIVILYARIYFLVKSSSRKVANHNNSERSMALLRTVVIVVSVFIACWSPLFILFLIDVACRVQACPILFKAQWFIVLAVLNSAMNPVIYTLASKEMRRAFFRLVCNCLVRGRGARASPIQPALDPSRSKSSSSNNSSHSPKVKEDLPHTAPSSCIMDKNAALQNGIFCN
# G6PDH counter = counter-screen for G6PDH assay hits: L. mesenteroides G6PDH inhibition. AID 1020. 200,000 tested, 0.12% active. inhibition, % at 5 µM. Purified L. mesenteroides G6PDH, diaphorase/resazurin coupled fluorescence, 45 min
# RAM inhibit = inhibitors of the yeast RAM network | inhibition, % at 50 µM | S. cerevisiae dse1pr::URA3 reporter, 5-FOA growth OD615, 2 d; analog-sensitive cbk1-as2 kinase mutant strain | 190,000 tested, 1.8% active;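 active = inhibition above a set limit, 3 SD over mean compound inhibition, cut at about 8.4% in these data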;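 note: 0% = DMSO-only wells with no growth and 100% = 10 µM 1-NA-PP1 full growth; inhibition rescues growth on 5-FOA so higher OD means more RAM inhibition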
# Diaph inh CS = counter-screen for diaphorase-based assays: diaphorase inhibitors and chemical oxidizers. diaphorase resazurin-to-resorufin fluorescence, NADH, 16 min; bacterial (C. kluyveri) enzyme, not human. inhibition, % at 20 µM. 190,000 tested, 0.69% active. AID 1217;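 active = primary screen inhibition at 20 µM above a set limit, cut at about 50% in these data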;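 note: plate controls were DMSO with full reaction for no effect and wells lacking NADH for full effect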
#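 Detection: fluorescence of resorufin formed from resazurin, Ex 544/Em 590 nm; test system: Clostridium kluyveri diaphorase enzyme; amount: 0.14 U/mL diaphorase, enzyme working solution; times: 16-min room-temperature incubation before reading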
# PMI act satM6P = activators of human phosphomannose isomerase at near-saturating mannose 6-phosphate; P34949; coupled PMI enzyme assay, resazurin fluorescence, 20 min; stronger effect = higher value; 1 = untreated enzyme, 0 = substrate-free blank; activation factor at 20 µM; 190,000 tested, 0.34% active;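 active = activation factor of 2 or more at 20 µM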
#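 Test system – human PMI in coupled enzyme assay · Timing – 20 min incubation at room temperature · Detection – Diaphorase-driven resazurin-to-resorufin fluorescence, excitation 544, emission 590 nm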
# Diaphorase act = diaphorase activation or chemical reduction counter-screen; AID 1229; 190,000 tested, 0.005% active; Diaphorase/resazurin coupled assay, resorufin fluorescence, 16 min; stronger effect = higher value; 1 = vehicle wells, 0 = NADH-free wells; activation factor at 20 µM;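 active = diaphorase activity raised at least twofold by the compound at 20 µM; inactive = activation factor below 2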
#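 Test system: Clostridium kluyveri diaphorase, purified enzyme; input: enzyme 0.07 U/mL final; buffer or medium: 50 mM HEPES pH 7.4 with 4.542 mM MgCl2, 0.005% Tween 20; also added: 0.114 mM NADH and 0.1 mM resazurin, final amounts; schedule: 16 min enzyme reaction, ambient temperature; technique: fluorescence of resorufin, 544 nm excitation, 590 nm emission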
# Redox H2O2 prof = compounds producing H2O2 with reducing agent – biochemical, NIH compound library profiling, artefact control for MLSCN library redox annotation, primary screen; DTT-dependent redox cycling H2O2, phenol red/HRP absorbance; 100% = 100 µM peroxide control, 0% = buffer; activation, % at 10 µM; 200,000 tested, 0.03% active;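 active = activation of at least 50% relative to the plate's high and low controls in the primary single-dose screen; inactive = activation below 50%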;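 note: compound incubated with DTT at 0.8 mM final as the reducing agent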
# Numbers without * were called inactive; / = no result given. Cut-off read from the data, not from the text of the source, unless noted: active = inhibition above about 50%; inactive = the rest. Hits appear at their usual frequency. Share with any hit: about 12%.
entry	molecule	Hsp70 activator	TLR4-MyD88 BLA	L major viab	PMI act	S1P3 antag	G6PDH counter	RAM inhibit	Diaph inh CS	PMI act satM6P	Diaphorase act	Redox H2O2 prof
1	Cc1ccc2oc(=O)c3cnn(CC(=O)Nc4ccccc4N4CCN(C)CC4)c3c2c1	-0.3	-4	0	1	3	-23	2.8	9	1	0.9	-0.3
2	CCn1cc([N+](=O)[O-])c(C(=O)Nc2nc(-c3ccc(C)c(C)c3)c(C)s2)n1	0.1	-11	-2	1	/	-6	4.3	8	1	0.9	-4.4
3	Cc1cccc(C)c1NC(=O)CN(C)C(C)C(=O)Nc1ccccc1-c1ccccc1 (stereo unspecified)	-0.2	-16	35	1	-13	2	1.1	2	0.9	1	0.2
4	Cc1nc2c(c(-c3ccccc3)c1C#N)C(=O)c1ccccc1-2	-0.3	14	4	0.9	/	5	3.9	20	0.9	0.8	0.6
5	COCCCn1c2nc3ccccc3nc2c2c(=O)n(-c3ccccc3OC)c(C)nc21	-0.4	7	7	1.1	/	12	1.4	4	1.1	1	-2.3
6	CCOC(=O)C1(Cc2cccc(OC)c2)CCN(Cc2cccc3c2OCO3)CC1	-0.2	-7	54*	0.9	-1	5	0.4	15	1	0.9	-1.3
7	CC(C)=C1C2CCC1C1C(=O)N(c3nccs3)C(=O)C21 (stereo unspecified)	0.1	0	-4	1	-8	9	2.0	16	1	0.8	-0.5
8	CC(C)OC(=O)CSc1nnc(-c2cnccn2)n1-c1ccccc1	-0.2	-4	-3	1.1	-27	3	1.5	2	1.1	1	2.6
9	COc1ccc(-n2c(Cn3nc(C(F)(F)F)cc3C)n[nH]c2=S)cc1	-0.3	7	-3	1.1	7	9	1.3	4	1	1	0.2
10	N=c1n(Cc2ccccc2)c2ccccc2n1Cc1ccccc1	-0.4	10	99*	1	1	3	1.5	0	0.9	1	-0.3
11	CN(C)CCCOC(=O)Cc1ccc(Cl)cc1	-0.5	-10	-6	1	-14	6	-0.3	-5	1	1	0.5
12	O=C(Nc1cccc(C(=O)O)c1)/C(=C\c1ccc2c(c1)OCO2)NC(=O)c1ccco1	-0.3	-6	-10	1	3	10	6.2	9	1	0.9	0.1
13	C=CCn1c(SCC(=O)c2ccc(OC)cc2)nnc1-c1ccc2c(c1)OCO2	-0.5	4	-4	1	-18	-8	4.0	10	1	0.9	0.5
14	CC(C)Cc1ccc(S(=O)(=O)N2CCN(C(=O)c3ccco3)CC2)cc1	-0.3	-11	0	0.9	8	2	3.1	17	1	0.8	2.1
15	CCC1=NN(C(=O)Cc2ccc([N+](=O)[O-])cc2)C(O)(C(C)(C)C)C1 (stereo unspecified)	-0.4	13	6	1	-8	10	2.4	6	0.9	0.9	-1.1
16	Cc1ccc(-n2c3c(cc(C(=O)Nc4cccc(C)n4)c2=O)C(=O)CCC3)cc1	/	/	/	0.9	-24	5	/	23	0.9	0.8	/
17	CCC(=NC1CC(C)(C)NC(C)(C)C1)C1=C(O)CC(C)(C)CC1=O	0.2	-1	-2	0.9	9	3	0.5	27	0.9	0.7	-0.1
18	O=C(CSc1nc2ccccc2[nH]1)NCc1ccco1	-0.1	-11	0	1	-4	3	1.6	10	0.9	0.9	0.6
19	Cc1cc(C)nc(/N=C(\N)N2CCCCCC2)n1	-0.4	-12	-2	0.9	-6	-4	-0.4	-1	1.1	1	0.3
20	CC(=O)c1c(C(C)=O)c(C)n(-c2ccc(N)c(C)c2)c1C	0.2	0	5	0.8	/	13	-0.3	13	0.9	0.9	-0.3
21	Cc1cc(Cl)ccc1OCCCC(=O)NCC1CCCO1 (stereo unspecified)	-0.4	-6	-1	1	/	6	1.3	8	1	0.9	1.5
22	Cc1nc(NC(=O)/C=C/c2ccccc2)sc1C(=O)Nc1ccc(Cl)cc1	-0.4	0	-3	1.1	/	6	8.1	-2	1	1	-1.2
23	O=C(/C(=C/O)N=Nc1ccc(Cl)cc1)c1ccncc1	-0.2	-10	100*	0.9	/	3	0.3	7	1	0.9	0.5
24	OCCN1CCN(CC(O)COc2ccc(C34CC5CC(CC(C5)C3)C4)cc2)CC1 (stereo unspecified)	-0.1	-4	100*	1.1	-3	7	-0.8	-7	1.1	1.1	1.9
25	CCCC(NC(=S)NCC1CCCO1)C12CC3CC(CC(C3)C1)C2 (stereo unspecified)	-0.2	-1	33	1	-36	7	0.9	15	0.9	0.9	-0.9
26	CC1(C)CC(NC(=O)c2cccc3ccccc23)CC(C)(C)N1	-0.1	-9	-3	1.1	/	5	0.7	1	1.1	1	0.3
27	CCOC(=O)C1=C(N)n2c(s/c(=C/c3ccccc3)c2=O)=C(C(=O)OCC)C1c1ccccc1 (stereo unspecified)	0.3	-19	-1	1	/	6	0.5	-3	1	1	2.0
28	Cc1cc(C)n(C(=O)Cn2nc([N+](=O)[O-])cc2C)n1	-0.1	5	-9	1.2	-4	6	-1.2	-8	1	1.1	0.0
29	Cc1ccc(C(=O)NC2CCS(=O)(=O)C2)cc1S(=O)(=O)N1CCCCC1 (stereo unspecified)	-0.4	12	0	1	16	-2	0.1	-1	1	1	-0.2
30	COc1ccc(/C=N/N=C2/NC(=O)C(c3ccccc3)(c3ccccc3)S2)cc1	-0.2	8	-5	0.9	/	4	4.5	6	0.9	0.9	-0.6
31	CC(C)Oc1cc2oc(=O)c3c(c2cc1Cl)CCC3	-0.2	8	-3	1	-16	-5	4.0	7	1	0.9	-0.2
32	CCN(CC(=O)NC1CCCC1)S(=O)(=O)c1ccc(C)cc1	0.0	-5	-6	1	-38	-1	-1.1	8	0.9	0.9	0.8
33	Cc1cc(C)c(-n2c(C)cc(/C=C3/NC(=O)NC3=O)c2C)c(C)c1	-0.2	-6	46	1	/	0	2.7	23	1	0.8	1.4
34	COc1ccc(C(=O)Nc2ccc(S(=O)(=O)Nc3cc(C)nc(C)n3)cc2)c(OC)c1	-0.2	-3	-5	1	-14	5	0.8	23	0.9	0.8	1.6
35	Cc1cc(/C=C(\C#N)C(=O)O)c(C)n1CC(C)C	-0.5	-7	-6	1	-16	-12	0.5	5	1	1	-0.2
36	Cc1ccc(NC(=O)CSc2ccccc2NC(=O)c2ccccc2)cc1Cl	-0.1	0	-2	1	-5	-13	4.3	5	1	1	1.3
37	O=C(CCN1CCc2ccccc2CC1)c1ccc2c(c1)OCCO2	0.0	8	89*	0.5	/	-6	-1.4	23	0.6	0.8	-0.1
38	NNc1nc(Nc2ccccc2)nc(N2CCCCC2)n1	-0.1	-9	100*	0.9	/	-2	0.7	4	1	1	-2.1
39	C=CCn1c(SCC(=O)N2CCc3ccccc3C2)nc2sc(C)cc2c1=O	-0.2	-8	7	0.9	/	5	1.2	13	0.9	0.9	-7.2
40	C/C(=N\NC(=O)COc1ccc(C(C)(C)C)cc1)c1ccc(OC(F)F)cc1	-0.3	-2	14	0.8	-3	-29	8.1	14	0.8	0.9	0.6
41	Cc1ccc(Cn2c(=O)n(Cc3ccco3)c(=O)c3ccccc32)cc1	-0.5	-5	-4	1	-1	8	1.9	8	0.9	0.9	-0.2
42	CC(=O)CC(=O)Nc1ncc(C(F)(F)F)cc1Cl	-0.1	-5	0	1	-32	0	0.5	6	0.9	0.9	0.0
43	O=C1CCCC2=C1C(c1ccccc1)CC(=O)N2c1ccccc1 (stereo unspecified)	0.1	9	4	1	-16	1	1.2	27	0.9	0.7	0.6
44	Cc1ccc(N2C(=O)C(Cc3ccccc3)NC2=S)cc1 (stereo unspecified)	-0.1	15	-3	0.9	/	-6	1.6	14	0.8	0.9	-5.2
45	Cc1cc([N+](=O)[O-])nn1CCCC(=O)O	-0.2	0	-3	1.1	-10	6	1.7	9	1.1	0.9	9.7
46	O=C(Nc1cccc(F)c1)c1c(F)c(F)c(F)c(F)c1F	-0.3	3	9	0.9	20	25	2.1	1	1	1	0.9
47	Cc1nc2nc(-c3cccnc3)nn2c(C)c1Cl	-0.5	-10	6	0.9	-24	6	0.9	5	1	0.9	2.5
48	Cc1[nH][nH]c(=O)c1C(c1c(C)[nH][nH]c1=O)c1cn(Cc2ccccc2Cl)c2ccccc12	-0.1	-13	28	0.7	1	16	2.4	49	0.5	0.5	0.6
49	O=C(NCCc1ccccc1)C1CC(=O)N(C2CCCCCC2)C1 (stereo unspecified)	-0.1	6	-6	0.9	0	3	-0.1	4	1	1	0.6
50	COc1ccc(-n2c(SCc3ccc([N+](=O)[O-])cc3)nnc2-c2ccccc2)cc1	-0.5	-6	15	0.8	-27	19	1.6	16	0.9	0.8	0.4
51	COC(=O)c1ccc(N2C(=O)Nc3ccccc3N2O)cc1	0.3	6	4	1.1	-15	9	0.8	0	1.1	1	-0.3
52	CCc1nc(N)c(C#N)c(-c2ccc(OC)c(OC)c2)c1C	-0.2	4	6	1	0	-3	1.3	7	1	0.9	1.8
53	Cc1ccc(C)c2[nH]c(=O)c(CN(Cc3ccc4c(c3)OCO4)Cc3nnnn3Cc3ccco3)cc12	-0.2	0	58*	0.9	10	2	3.8	14	0.9	0.9	1.2
54	Cc1csc2ncnc(NCCc3ccccn3)c12	-0.5	-7	26	1	21	-3	0.0	9	1	0.9	-1.4
55	O=C(CN1C(=O)CNC1=O)Nc1cccc(C(F)(F)F)c1	-0.1	-3	4	0.9	-11	3	0.5	12	0.9	0.9	1.6
56	CCOC(=O)C1(CC2CCCCO2)CCN(C(=O)NCc2ccccc2)CC1 (stereo unspecified)	-0.2	2	0	1	6	8	-0.2	6	1.1	0.9	-1.2
57	O=C1CSCN1c1ccc(Cl)c(Cl)c1	-0.2	-4	-5	1.1	-13	2	3.7	0	1	1	-0.2
58	COc1cc(OC)cc(C(=O)NCC2CCCO2)c1 (stereo unspecified)	0.5	6	-5	0.9	-15	-4	-1.3	12	0.9	0.9	-2.9
59	CCCN(c1ccc(C(=O)OC)cc1)S(=O)(=O)c1ccccc1	0.1	-15	5	1	5	1	1.6	14	1	0.9	-1.1
